NLRP3 yeast inh – blocks the NALP3 inflammasome reconstituted in yeast; Yeast reconstituted NLRP3/ASC/caspase-1, beta-gal luminescence, 24 h; actives 0.39% (n = 330,000); inhibition, % at 10 µM;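 active = inhibition of 50% or more; inactive = inhibition below 50%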;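 also: plate controls were induced DMSO wells for no effect and uninduced yeast grown without galactose for full effect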
TIM10 inh – TIM10 yeast growth inhibition; S. cerevisiae TIM10 strain growth, BacTiter-Glo luminescence, 24 h; inhibition, % at 10 µM; actives 1.4% (n = 330,000); AID 463195;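 active = inhibition of 40% or more at the single tested concentration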;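 also: wild-type TIM10 isogenic control strain grown at permissive 25 °C; 0% = DMSO yeast wells and 100% = minimal medium wells without yeast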
NR3A LBD binder – NR3A (human) ligand-binding domain modulation. NR3A LBD differential scanning fluorimetry, Tm shift; 0% = protein alone, 100% = glycine-bound protein. Tm shift relative to glycine control, % at 25 µM. actives 2.5% (n = 340,000);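 active = melting temperature shift of at least 10% of the positive control shift, at one fixed dose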
XBP1 UPR activ – adaptive UPR (XBP1) activation | CHO-XBP1 luciferase reporter, IRE1-XBP1 UPR activation, luminescence; percent of tunicamycin response, DMSO as zero | activation, % at 20 µM | actives 0.33% (n = 330,000);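 active = versus positive control, 20 µM dose yields 30% or more activation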;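 also: 100% = tunicamycin at 10 µg/mL and 0% = DMSO only wells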
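Material: CHO cell line with stable XBP1 luciferase reporter; buffer or medium: F12 medium containing 10% fetal bovine serum; compound: single point, 20 µM final compound, 1% DMSO; incubation: 6 h treatment, 37 °C; measured by: glow luminescence from Steady-Glo reagent; evaluation: activation, % of tunicamycin; control set: tunicamycin high, DMSO low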
UPR CHOP act – activators of apoptotic arm of unfolded protein response (CHOP); actives 0.34% (n = 330,000); activation, % at 10 µM; CHO-CHOP luciferase reporter, UPR activation, luminescence; percent of tunicamycin response over DMSO baseline; AID 449763;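 active = at 10 µM dose, activation of 40% or more, normalized to positive control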;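 also: 100% = tunicamycin at 10 µg/mL and 0% = DMSO alone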
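System: CHO-CHOP luciferase reporter cell line | Buffer or medium: F12 medium containing 10% fetal bovine serum | Doses: One dose, 10 µM in 0.5% DMSO | Times: 6 h compound exposure at 37 °C after overnight seeding | Signal: Luciferase luminescence | Read-out: % activation vs tunicamycin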
tim23-1 inh – tim23-1 yeast growth inhibition | S. cerevisiae tim23-1 growth, BacTiter-Glo luminescence, 24 h | inhibition, % at 20 µM | actives 1.3% (n = 330,000);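 active = growth inhibition of the mutant yeast at or above 50%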;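 also: temperature-sensitive mutant grown at 25 °C; plate controls were DMSO-treated mutant yeast for no effect and medium wells lacking yeast for full effect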
tim10-1 inh – growth inhibitors of tim10-1 mutant yeast; S. cerevisiae tim10-1 ts strain growth, BacTiter-Glo, 24 h; actives 2.2% (n = 330,000); inhibition, % at 20 µM;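 active = inhibition of at least 40%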;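 also: mutant grown at 25 °C; 0% = DMSO wells with yeast and 100% = wells holding no yeast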
APJ ag – activates the human apelin receptor APJ | CHO-K1 APJ PathHunter beta-arrestin, luminescence; 0% DMSO wells, 100% apelin | P35414 | actives 0.11% (n = 330,000) | activation, % at 20 µM;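 active = activation more than six SD over the plate average, tested at 20 µM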;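 also: 0% = DMSO alone and 100% = apelin-13 at 10 nM; some results filed as inactive read as strong as hits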
Target sequence (P35414 whole entry, looked up): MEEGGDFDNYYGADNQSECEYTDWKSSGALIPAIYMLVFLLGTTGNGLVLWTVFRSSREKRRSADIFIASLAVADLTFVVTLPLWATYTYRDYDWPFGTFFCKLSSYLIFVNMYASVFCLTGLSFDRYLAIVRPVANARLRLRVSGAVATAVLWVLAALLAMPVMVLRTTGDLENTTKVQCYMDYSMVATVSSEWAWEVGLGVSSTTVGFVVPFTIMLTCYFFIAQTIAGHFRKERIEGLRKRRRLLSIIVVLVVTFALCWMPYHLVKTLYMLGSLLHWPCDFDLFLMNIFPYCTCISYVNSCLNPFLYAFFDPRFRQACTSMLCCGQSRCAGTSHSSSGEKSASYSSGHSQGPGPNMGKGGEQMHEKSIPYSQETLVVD
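Material: engineered CHO-K1 APJ arrestin reporter cells; amount: 1000 CHO-K1 reporter cells seeded per well; incubation: compound stimulation 90 min at 25 °C, detection 60 min; signal: luminescent beta-gal fragment complementation, chemiluminescent substrate; read-out basis: APJ agonist activity; controls: DMSO-only wells as negative, 10 nM Apelin-13 as positive control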
Mdm2 MdmX PPI – inhibitors of human Mdm2/MdmX interaction. O15151+Q00987. SaOS-2 split-luciferase Mdm2/MdmX complementation, luminescence. inhibition, % at 8 µM. actives 3% (n = 330,000);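 active = inhibition of at least 50% at 8 µM in the primary screen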
Numbers without * were called inactive.

Sample of the layout:
Every second line gives: NLRP3 yeast inh | TIM10 inh | NR3A LBD binder | XBP1 UPR activ | UPR CHOP act | tim23-1 inh | tim10-1 inh | APJ ag | Mdm2 MdmX PPI
[1] COc1cc(/C=N/NC(=O)CC2C(=O)NN=C2C)ccc1O (stereo not given)
 : -24 | 1 | -4 | 1 | -1.7 | 13 | 3 | -2 | -17
[2] CC(O)CCC(=O)NNC(=S)Nc1ccccc1 (stereo not given)
 : -7 | 6 | 2 | -1 | 0.6 | -1 | 9 | -1 | -7
[3] N#CCCCSc1nnnn1-c1cccc(Cl)c1
 : -4 | 16 | 0 | -1 | 2.5 | 21 | 23 | 1 | -10
[4] O=C(CCCn1c(=O)[nH]c2cc(Cl)ccc2c1=O)NCCN1CCN(c2ccccc2)CC1
 : 14 | 1 | -17 | 1 | -0.8 | 3 | 9 | -1 | 9
[5] Cc1cccc(Nc2nc(NCc3ccco3)nc(N)c2[N+](=O)[O-])c1
 : 26 | 20 | -2 | 11 | 0.8 | 0 | 12 | 4 | 18

The listing, from the start:
Every second line gives: NLRP3 yeast inh | TIM10 inh | NR3A LBD binder | XBP1 UPR activ | UPR CHOP act | tim23-1 inh | tim10-1 inh | APJ ag | Mdm2 MdmX PPI
[1] COc1cc(/C=N/NC(=O)CC2C(=O)NN=C2C)ccc1O (stereo not given)
 : -24 | 1 | -4 | 1 | -1.7 | 13 | 3 | -2 | -17
[2] CC(O)CCC(=O)NNC(=S)Nc1ccccc1 (stereo not given)
 : -7 | 6 | 2 | -1 | 0.6 | -1 | 9 | -1 | -7
[3] N#CCCCSc1nnnn1-c1cccc(Cl)c1
 : -4 | 16 | 0 | -1 | 2.5 | 21 | 23 | 1 | -10
[4] O=C(CCCn1c(=O)[nH]c2cc(Cl)ccc2c1=O)NCCN1CCN(c2ccccc2)CC1
 : 14 | 1 | -17 | 1 | -0.8 | 3 | 9 | -1 | 9
[5] Cc1cccc(Nc2nc(NCc3ccco3)nc(N)c2[N+](=O)[O-])c1
 : 26 | 20 | -2 | 11 | 0.8 | 0 | 12 | 4 | 18
[6] O=C(/C=C/c1ccccc1)c1cc(Br)ccc(=O)c1O
 : 22 | -8 | -1 | 1 | 0.1 | 0 | -1 | -4 | 41
[7] COc1ccc(NC(=O)/C(Cl)=C(/Cl)S(=O)Cc2ccccc2)cn1 (stereo not given)
 : 22 | 69* | 0 | -10 | -10.0 | 86* | 49* | -10 | 98*
[8] O=C(O)c1nc2nc(Cl)c(Cl)nc2[nH]1
 : 6 | 11 | 14* | -4 | 0.3 | 10 | 0 | 0 | -32
[9] Cc1cc(NC(=O)CSc2ccc3nnc(-c4ccccc4)n3n2)no1
 : 2 | 6 | 2 | -1 | 0.9 | 0 | 10 | -5 | 14
[10] CSc1nc2sc3c(c2c(=O)[nH]1)CCCC3
 : 19 | 6 | -1 | 5 | -0.8 | -5 | -7 | 0 | 6
[11] Cc1cccc(CSC2=NCCN2C(=O)c2ccc(S(=O)(=O)N(C)C)cc2)c1
 : 19 | 16 | 1 | 1 | -0.7 | 31 | 33 | -5 | 12
[12] Cc1ccc(C(=O)c2c3ccc(C(F)(F)F)cc3[n+]([O-])n2CCCC(N)=O)cc1
 : 14 | -7 | -3 | -3 | 0.7 | -5 | -3 | -2 | -8
[13] CCN(CC)S(=O)(=O)c1ccc2[nH]c(=O)cc(C(=O)Nc3ccccc3N3CCCC3)c2c1
 : 10 | 0 | 2 | -4 | 0.3 | -7 | 3 | -4 | 22
[14] CC1CN(S(=O)(=O)c2ccc(C(=O)O)cc2)CC(C)O1 (stereo not given)
 : 9 | -6 | -1 | 1 | 0.1 | 1 | -11 | -7 | -14
[15] CCOC(=O)CSc1nc2sc3c(c2c(=O)[nH]1)CCCC3
 : -8 | 9 | 2 | 0 | -0.8 | 29 | 6 | -3 | -18
[16] O=[N+]([O-])c1cccc(P(=O)(O)c2cccc([N+](=O)[O-])c2)c1
 : 9 | 9 | 0 | -3 | 0.2 | 4 | 9 | 2 | 13
[17] CCOC(=O)c1cccc(NC(=O)CSc2nnc(-c3cccnc3)n2C)c1
 : 15 | 12 | 1 | 1 | -0.2 | 9 | 0 | 0 | 12
[18] CC(C)Sc1ccc([N+](=O)[O-])cc1C(=O)Nc1ccncc1
 : 2 | 11 | 2 | 1 | -0.8 | 3 | 2 | 8 | -9
[19] CCc1c(C#N)c(SCCC(=O)Nc2cccc(OC)c2)nc2c1C(=O)CC(C)(C)C2
 : 6 | -4 | 1 | -2 | -1.7 | 14 | 14 | -5 | 31
[20] CSc1ncc(Cl)c(C(=O)Nc2nnc(SC/C=C/c3ccccc3)s2)n1
 : -14 | 16 | -5 | -2 | -1.7 | 29 | 42* | -5 | 10
[21] CCCSc1nc2c(c(=O)[nH]c(=O)n2C)n1CCc1ccccc1
 : 22 | -56 | 0 | 5 | -0.2 | -19 | -38 | -3 | 18
[22] S=C(NCCc1ccncc1)Nc1ccccc1
 : 3 | -18 | 1 | -2 | -0.2 | 6 | -3 | 3 | 7
[23] NC(=O)CC1Nc2cccc3cccc(c23)NC1=O (stereo not given)
 : -6 | 7 | -2 | -2 | -0.8 | 10 | 25 | 5 | 17
[24] O=C(NCc1ccccc1)c1ccc(C2SCC(=O)N2Cc2ccccc2)cc1 (stereo not given)
 : -4 | 20 | 0 | -2 | -1.6 | 20 | 21 | -2 | 9
[25] CCOc1ccc(-n2c(SCC(N)=O)nc3c(c2=O)SCC3)cc1
 : 14 | -5 | 1 | -2 | -1.1 | 22 | 7 | -1 | 18
[26] O=S(=O)(c1cccs1)n1cnc2ccccc21
 : 16 | 2 | 0 | 2 | -3.2 | 6 | 1 | -4 | 6
[27] O=C(NC1C2CC3CC(C2)CC1C3)c1ccc2c(c1)OCO2 (stereo not given)
 : 36 | -19 | -1 | 3 | 1.3 | 31 | 13 | -3 | 13
[28] O=C(OCc1c(Cl)cccc1Cl)c1ccccn1
 : -2 | 7 | -1 | -3 | 3.3 | 5 | -3 | -2 | -5
[29] COc1ccccc1N1CCN(C2CC(=O)N(c3ccccc3)C2=O)CC1 (stereo not given)
 : 9 | -8 | -2 | -6 | -0.3 | 11 | 11 | 0 | 33
[30] Cc1ccc(NC(=O)NNC(=O)COc2ccc(Cl)cc2)cc1
 : 11 | 7 | 7 | -3 | -1.7 | 23 | 11 | 0 | 7
[31] O=C(Cc1ccccc1[N+](=O)[O-])Nc1ccccc1C(=O)N1CCOCC1
 : 12 | 5 | 0 | 0 | 0.6 | 3 | -7 | -1 | 8
[32] CC(=O)c1cc(F)ccc1OCC(=O)N1CCCc2ccccc21
 : 26 | -1 | 2 | 3 | 3.4 | 10 | -19 | -1 | -1
[33] CCOC(=O)Cc1csc(SCC(=O)NC2CCCC(C)C2C)n1 (stereo not given)
 : -6 | 13 | -2 | -3 | 1.1 | 29 | 19 | -2 | -11
[34] Clc1ccccc1C1=Nn2c(nnc2-c2ccco2)SC1
 : 7 | 27 | 3 | 2 | 0.4 | 8 | 3 | -3 | 17
[35] Cc1ccc(C(=O)N2CCCCC2C(=O)O)o1 (stereo not given)
 : -2 | -14 | -2 | -2 | 0.1 | 14 | -1 | -4 | 2
[36] CC(C)CC(NC(=O)c1cccs1)c1nnc(SCc2ccc(Cl)c(Cl)c2)n1C (stereo not given)
 : 10 | 18 | -11 | -2 | 1.3 | 23 | 36 | -3 | 11
[37] O=C(OCC(=O)c1ccc(Cl)s1)c1cncc(Br)c1
 : 13 | 21 | -1 | 0 | 0.5 | 9 | 7 | -3 | 1
[38] CSc1ccc(C(=O)C2CCCN(S(=O)(=O)N(C)C)C2)cc1 (stereo not given)
 : 3 | -10 | -1 | -2 | -1.6 | 34 | 8 | -5 | 12
[39] CC(=O)c1sc(-c2ccc(Cl)cc2)cc1N
 : -53 | 31 | -6 | 6 | 4.0 | 59* | 50* | 1 | 11
[40] Cc1ccc(NC(=O)C(c2ccccc2)N2CCN(C(=O)c3ccco3)CC2)cc1Cl (stereo not given)
 : 22 | 5 | -8 | -5 | 1.5 | 19 | 2 | -5 | 26
[41] S=C(Nc1ccccc1)N1CCOCCOCCN(C(=S)Nc2ccccc2)CCOCCOCC1
 : 4 | 24 | 0 | -4 | 0.4 | 18 | 25 | -4 | 24
[42] CC1CCCC(NC(=O)CN2C(=O)NC(C)(c3cc(F)ccc3F)C2=O)C1C (stereo not given)
 : 9 | 9 | 2 | -3 | -0.7 | 14 | 12 | -2 | 13
[43] C[C@@H](C(=O)NCCc1ccccc1F)N1C(=O)N2CCc3c([nH]c4ccccc34)[C@@]2(C)C1=O
 : 11 | 10 | -3 | -3 | 2.1 | 25 | 27 | -4 | 11
[44] CC(C)Cn1c(-c2ccccc2)nc(=S)c2c1CCCC2
 : 19 | 4 | 1 | -1 | -1.4 | 5 | 17 | -5 | -4
[45] CC(C)(C)c1ccc(-c2nnc3sc(-c4ccccn4)nn23)cc1
 : 7 | 9 | 0 | -5 | -5.2 | 30 | 22 | 0 | 66*
[46] Cc1cc(C)nc(Nc2ccc(C(=O)O)cc2)n1
 : 16 | 4 | -1 | 1 | 0.6 | 4 | 2 | -1 | -12
[47] Cc1cc(Cl)c2oc(C(=O)N(C)Cc3ccon3)c(C)c2c1
 : 50* | -1 | -3 | 3 | 3.2 | 42 | 29 | -2 | -131
[48] O=C(c1cccc(S(=O)(=O)N2CCOCC2)c1)N1CCCCCC1
 : 10 | -3 | -1 | -1 | -2.1 | 20 | 13 | 2 | -6
[49] O=C(c1ccc2c3c(cccc13)CC2)C1CCCN(C(=O)c2cc[n+]([O-])cc2)C1 (stereo not given)
 : -3 | 3 | -1 | -2 | -0.6 | 6 | 20 | -5 | 0
[50] Cc1ccc(C(c2sc3ncnn3c2O)N2CC(C)CC(C)C2)cc1 (stereo not given)
 : -4 | 6 | -3 | -1 | -1.8 | 7 | 17 | -2 | 10

Continued:
Every second line gives: NLRP3 yeast inh | TIM10 inh | NR3A LBD binder | XBP1 UPR activ | UPR CHOP act | tim23-1 inh | tim10-1 inh | APJ ag | Mdm2 MdmX PPI
[51] CC(=O)C1=C(O)C(=O)N(c2cccc(Br)c2)C1c1ccc(Br)cc1 (stereo not given)
 : 9 | -5 | 0 | -2 | -0.1 | -1 | -7 | -5 | 8
[52] COc1ccc(CCC(=O)Nc2cccc(Cl)c2)cc1
 : 29 | 33 | -2 | -3 | 0.3 | 59* | 11 | -4 | -15
[53] C/C(=N\N=C1/NC(=O)C(C)S1)c1ccc([N+](=O)[O-])cc1 (stereo not given)
 : 22 | 1 | 2 | -3 | -0.3 | 24 | -14 | -3 | 2
[54] COc1ccc(CCNC(=S)NC(=O)c2ccccc2)cc1OC
 : -4 | 53* | 2 | 2 | -1.7 | 56* | 48* | -1 | 5
[55] O=C(NC(=S)Nc1ccccc1Br)C1CCC1
 : 20 | 38 | -2 | 2 | 2.5 | 58* | 40* | -3 | 19
[56] Cc1ccc(NC(=O)C/C(N)=N/OC(=O)Nc2ccc(C)c(Cl)c2)cc1
 : 2 | 38 | 3 | 2 | 4.5 | 14 | 27 | 27* | -11
[57] CN(C)c1nc2c(c(=O)[nH]c(=O)n2C)n1Cc1ccccc1Br
 : 13 | 5 | 0 | 4 | -3.1 | 14 | 19 | -3 | 14
[58] COc1ccc(C)c2sc(=NC(=O)c3ccccc3)n(C)c12
 : 31 | 16 | -1 | 2 | 9.6 | 16 | 8 | -4 | -245

Screens from PubChem BioAssay.
